Lipid storage S3: qHTS Assay for Lipid Storage Modulators in Drosophila S3 Cells | Drosophila S3 cells, BODIPY lipid droplet fluorescence, 18-24 h; cells fed with added oleic acid | lipid storage change, negative = inhibition, % at the top dose, mostly 46.1 µM; hits show Potency in µM | hit rate 0.64% among 320,000 | AID 2685, 2010; active = well fitted inhibition curve with a large enough effect in the signal ratio, with a control signal flat, not every such curve was filed as active; inconclusive = small, poorly fitted or top-dose-only effect, or effect the other way, or a change in a side signal; the % refers to the signal ratio
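Drosophila S3 cells loaded with oleic acid (400 uM, as added) and compounds at several concentrations; lipid droplets imaged by 488-nm laser-scanning cytometry, 500–530 nm intensity and object ratio to cell channel. Percent activity normalized to 20 uM Triacsin C.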
Lipid storage S3 cell count max: also measured in Lipid storage S3; calls as there; cell number change, %; measured here: cell count max response;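 cells counted by Cell Tracker Red CMTPX staining in the red channel; peak over a dose series mostly up to 46.1 µM; percent activity relative to internal control wells on each plate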
An asterisk follows results filed as active; i = inactive; u = inconclusive; x = no result given. % is set by controls: 0 for no effect and ±100 for the full control effect; potency is the fitted concentration of half-maximal effect. The list is partial, so the mix of outcomes need not match the whole.

Compound	Lipid storage S3	Lipid storage S3 cell count max
CN1C(=O)c2ccc(C(=O)Nc3cccnc3)cc2C1=O	u	x
Cc1ccc(N/C=C/C(=O)c2ccccc2)cc1C	u	x
O=C(NCc1ccco1)C(=O)NCc1ccccc1Cl	7%	-1
COC(=O)COc1ccc(S(=O)(=O)N2CCOCC2)cc1	u	x
CCn1cc(C(=O)N[C@H](C(=O)NCCCN2CCOCC2)C(C)C)c(=O)c2cc3c(cc21)OCO3	i	23
O=C(CSc1nnc(NC(=O)c2c(F)cccc2F)s1)Nc1ccc(F)cc1	u	x
CC(C)C1Oc2ccccc2N(CC(=O)N(C)C2CCCCC2)C1=O (stereo not given)	u	x
O=[N+]([O-])c1ccc(Cl)c(S(=O)(=O)/N=C(/c2ccccc2)N2CCOCC2)c1	4%	3
Cc1nc(SCC(C)C)[nH]c(=O)c1Cc1ccccc1	u	x
COc1cc(=O)[nH]c(SCC(=O)Nc2nc3c(s2)CCCC3)n1	u	x

Three entries out of the list above, ordered by the number in Lipid storage S3 cell count max, descending.
smiles | Lipid storage S3 cell count max
CCn1cc(C(=O)N[C@H](C(=O)NCCCN2CCOCC2)C(C)C)c(=O)c2cc3c(cc21)OCO3 | 23
O=[N+]([O-])c1ccc(Cl)c(S(=O)(=O)/N=C(/c2ccccc2)N2CCOCC2)c1 | 3
O=C(NCc1ccco1)C(=O)NCc1ccccc1Cl | -1

The results go on.
Compound	Lipid storage S3	Lipid storage S3 cell count max
CCCCNC(=O)c1nn2c(C(F)(F)F)cc(-c3ccc(OC)cc3)nc2c1Br	u	x
CCC(=O)NNc1ncnc2c1cnn2-c1cccc(C)c1	0%	3
CN(c1ccc(C(=O)NCc2ccncc2)cc1)S(=O)(=O)c1ccc(Cl)cc1	-3%	12
C[C@H](NC(=O)c1ccc(Br)cc1)C(=O)NCc1ccc(S(N)(=O)=O)cc1	u	x
COc1ccc(NC(=O)COC(=O)C2CC(=O)N(Cc3ccc(C)cc3)C2)cc1 (stereo not given)	2.1µM*	-4.2*
CSc1nc(Cc2ccccc2)cc(=O)[nH]1	4%	x
O=C1OCCC1Sc1ncnc2sc3c(c12)CCC3 (stereo not given)	11%	12
CNCCOc1nc(N2CCOCC2)nc(C)c1[N+](=O)[O-]	u	x
CCC(=O)N1N=C(c2ccc(C)o2)CC1c1ccc(OC)cc1 (stereo not given)	21%	6
CCOCc1[nH]c(=S)[nH]c(=O)c1Cc1ccc(OC(C)C)cc1	19%	-11
COc1ccc(N=NC2C(=O)N(c3ccccc3)N=C2C)cc1 (stereo not given)	u	x
COc1ccc(/C(N)=N/OC(=O)c2ccc(Br)o2)cc1	u	x
CCc1ccc(S(=O)(=O)c2cn(C)c3cc(OC)c(OC)cc3c2=O)cc1	u	x
CCC1CCCCN1S(=O)(=O)c1ccc(C(=O)Nc2nnc(-c3ccccc3Cl)o2)cc1 (stereo not given)	u	x
O=C(O)c1ccc(COc2ccccc2/C=C2\NC(=O)N(Cc3ccc(F)cc3)C2=O)cc1	-4%	-5
CC(=O)OCC(=O)[C@@]1(O)CC[C@H]2[C@@H]3CCC4=CC(=O)CC[C@]4(C)[C@H]3[C@@H](O)C[C@@]21C	u	5
COc1cccc(CNC(=O)CCN2C(=O)[C@@H]3Cc4ccccc4CN3C2=O)c1	i	x
c1coc(CSCc2cn3cccnc3n2)c1	u	x
CC1(C)CC(=O)C2=C(C1)N(c1ccccc1)C(N)=C(C#N)C2c1ccsc1 (stereo not given)	u	x
COc1ccc(C2C(C#N)=C(N)OC3=C2C(=O)CC(C)C3)c(OC)c1OC (stereo not given)	u	x
COc1ccc(C)cc1N=Nc1ccc(O)c2ncccc12	u	x
CN(CC(=O)Nc1ccc(F)cc1)S(=O)(=O)c1ccc2c(c1)c(=O)n(C)c(=O)n2C	i	-14
Cc1sc2ncn(CC(=O)NCCCC(=O)N3CCN(Cc4ccc5c(c4)OCO5)CC3)c(=O)c2c1C	19%	x
Cc1cc(=O)oc2cc(O[C@@H]3O[C@H](CO)[C@@H](O)[C@H](O)[C@H]3O)ccc12	u	x
COc1ccc(-c2c(-c3cc(OC)cc(OC)c3)n(C)c3ccc(-c4cccc5[nH]ccc45)cc23)cc1	u	x
CCN1CC2=C(OC(N)=C(C#N)C2c2cccs2)/C(=C\c2cccs2)C1 (stereo not given)	u	x
O=C(N1CCOCC1)N(Cc1ccccc1)c1ccccn1	u	x
COc1ccc(S(=O)(=O)NCC(=O)NCc2cc(=O)n(C)c(=O)n2C)cc1F	i	-6
Cn1c(=O)c2sccc2n2c(CCCC(=O)N3CCN(c4ccccn4)CC3)nnc12	u	x
Cc1ccc(NC(=O)NCCCN2CCOCC2)cc1	i	x
COc1ccc(/C([O-])=C(/C(=S)Nc2ccc(C)c(C)c2)n2c[n+](C)c3ccccc32)cc1OC	u	x
COc1cc(C)c(/C=C(\C#N)C(=O)Nc2cccc(C)c2)cc1C(C)C	u	x
CC1Cn2c(nnc2-c2cc3ccccc3cc2O)S1 (stereo not given)	u	x
CCOc1ccccc1CNS(=O)(=O)c1ccc2c(c1)C(C)(C)C(=O)N2C	i	x
O=C(CCNC(=O)Cn1cnc2ccccc2c1=O)NCC1COc2ccccc2O1 (stereo not given)	u	x
COc1ccc(C(=O)O)cc1S(=O)(=O)Nc1cccc(C)c1	u	x
O=C(Cn1cnc2c(nnn2-c2cccc(Cl)c2)c1=O)NCc1ccccc1	3%	11
Cc1cccc(NC(=O)c2c([N+](=O)[O-])c(C(C)(C)C)nn2C)c1	-7%	x
Cc1ccc(C(=O)CSc2nnc(-c3ccco3)o2)o1	u	x
CNCc1cc(Cl)cc(OC)c1OC(C)C	u	x
O=C(CSc1ccccc1C(=O)NCCCN1CCCC1=O)NCc1ccco1	u	x
O=C(NC(=S)Nc1cccc(Cl)c1N1CCCCC1)c1ccc2c(c1)OCCO2	-7%	2
O=C(COC(=O)c1ccccc1NS(=O)(=O)c1cccs1)NC1CCCCC1	u	x
Cc1ccc(NC(=O)c2ccc(S(=O)(=O)NCc3ccco3)cc2)cc1	u	x
O=C1N=C(N2CCOCC2)S/C1=C1\C(=O)N(Cc2ccccc2)c2ccc(Br)cc21	u	x
CC(=O)Nc1ccc(SCC(=O)N(CCC#N)c2ccc(C)cc2)cc1	u	x
Cc1cccnc1NC(=O)c1nn(C)c2c1CS(=O)(=O)c1ccccc1-2	-26%	16
CCc1nc2ccccc2n1CC(=O)N1CCN(S(=O)(=O)c2cccc(C(F)(F)F)c2)CC1	-10%	6
COCCN(C(=O)CNC(=O)c1ccco1)C(C(=O)NC1CCCC1)c1ccc(OC)cc1 (stereo not given)	i	12
Cc1cc(Nc2cccc(Cl)c2)nc(NCc2ccccc2)n1	u	x

Remaining list, next part.
Compound	Lipid storage S3	Lipid storage S3 cell count max
Cc1cc(C)n2nc(C(=O)OCC(=O)N(CCC#N)c3ccc(F)cc3)nc2n1	-21%	5
CSC1=NC2(CCCCC2)C2=C(CCCC2)N1	5.8µM*	-4.5*
CCc1cc2c(=O)c(-c3nc4ccccc4n3C)coc2c(CN2CCCC(C)C2)c1O (stereo not given)	-21%	2
CC(OC(=O)c1cc2c(s1)CCCCC2)C(=O)NC(N)=O (stereo not given)	3%	10
COc1ccc(C(=O)NCC(=O)N2CCN(c3ccccc3)CC2)cc1	i	6
CCCc1nc(C)c(-c2ccc(OC)c(OC)c2)c(=O)[nH]1	i	19
Cn1c(=O)[nH]c(=O)c2c1ncn2CCN1CCCCC1	4%	-13
O=C(Nc1cccnc1)C1CC(c2ccc(Cl)c(Cl)c2)=NO1 (stereo not given)	u	x
COC(=O)c1ccc(CN2C(=O)c3ccccc3S2(=O)=O)cc1	u	x
COc1ccccc1C(=O)N1CCN(Cc2c[nH]c3ccccc23)CC1	9%	7

A different layout for part of the listing above:
CSC1=NC2(CCCCC2)C2=C(CCCC2)N1
  Lipid storage S3: 5.8µM*	Lipid storage S3 cell count max: -4.5*

CCc1cc2c(=O)c(-c3nc4ccccc4n3C)coc2c(CN2CCCC(C)C2)c1O (stereo not given)
  Lipid storage S3: -21%	Lipid storage S3 cell count max: 2

CC(OC(=O)c1cc2c(s1)CCCCC2)C(=O)NC(N)=O (stereo not given)
  Lipid storage S3: 3%	Lipid storage S3 cell count max: 10

COc1ccc(C(=O)NCC(=O)N2CCN(c3ccccc3)CC2)cc1
  Lipid storage S3: i	Lipid storage S3 cell count max: 6

Further compounds follow.
Compound	Lipid storage S3	Lipid storage S3 cell count max
Cc1ccc(NC(=O)CSc2nc(C)c(Cc3ccccc3)c(=O)[nH]2)cc1	4%	-5
CCOC(=O)C1=C(C)NC(=O)NC1c1cccs1 (stereo not given)	3%	12
COc1cccc(CCNC(=O)c2cccc(NC(=O)C3=C(C)OCCS3)c2)c1	u	x
O=[N+]([O-])c1ccc(Nc2ccccc2)nc1	4%	-8
COc1ccc(/C=C/C(=O)Oc2ccc(/C=N/NC(=O)COc3c(C)cccc3C)cc2)cc1	u	x
CC1CN(C(=S)c2cccc([N+](=O)[O-])c2)CC(C)O1 (stereo not given)	-2%	1
O=C(Nc1ccccn1)c1cccc(S(=O)(=O)N2CCCCC2)c1	-11%	-16
O=C(CNC(=O)c1ccc(Br)o1)Nc1ccc(F)c(S(=O)(=O)N2CCOCC2)c1	u	x
COc1ccc(C(C(=O)NCC2CCCO2)N(C(=O)CNC(=O)c2cccs2)c2ccccc2C)cc1OC (stereo not given)	-14%	8
Cc1cc2ncc(S(=O)(=O)c3ccccc3)c(N)n2n1	u	x
COc1ccc(N2CCN(C(=O)c3ccc4c(Cl)c5c(nc4c3)CCCC5)CC2)cc1	23%	x
O=C1CSC(c2cn(-c3ccccc3)nc2-c2ccccc2)N1Cc1ccco1 (stereo not given)	u	x
O=c1[nH]c(C2CCN(S(=O)(=O)c3ccccc3C(F)(F)F)CC2)nc2c1nnn2Cc1cccc(F)c1	24%	15
Cc1ccc(S(=O)(=O)N2CCN(C(=O)c3ccccc3)C2C(C)C)cc1 (stereo not given)	u	x
O=c1c2c(nc3nc(NCc4ccc(Cl)cc4)[nH]n13)CCC2	u	x
CCOC(=O)N1CCN(C(=O)c2ccccc2NC(=O)c2ccccc2Cl)CC1	27%	15
Cc1ccc(S(=O)(=O)N2CCC(C(=O)N3CCc4ccccc43)CC2)cc1C	u	x
CCOC(=O)c1ccc(-c2ccc3[nH]c4ccccc4c(=O)c3c2)cc1F	-6%	8
CCOCCCNC(=O)C1CCN(S(=O)(=O)N2CCCCC2)CC1	u	x
O=C(CNS(=O)(=O)c1ccc(Br)s1)NCc1ccc(F)cc1	u	x
Fc1ccc2[nH]c3c(N4CCN(Cc5ccc6c(c5)OCO6)CC4)ncnc3c2c1	u	x
COc1ccc(NC(=O)CN2CCCC(C)C2)c([N+](=O)[O-])c1 (stereo not given)	i	x
CC1CCCN(CCCNC(=O)c2ccc3c(c2)N(Cc2ccccc2F)C(=O)c2ccccc2S3(=O)=O)C1 (stereo not given)	u	x
COc1cc2c(cc1OC)C(C)N(C(=O)Nc1cc(C)cc(C)c1)CC2 (stereo not given)	u	x
COC(=O)c1ccc(S(=O)(=O)N(CCO)Cc2ccccc2)n1C	6%	1
O=C(CSc1n[nH]c(-c2cccs2)n1)N1CCCCC1	u	x
COC(=O)c1sc(-c2cccs2)cc1NC(=O)/C=C/C(=O)O	u	x
Cc1cccc(C(=O)N2CCc3cc(-c4nc(NC(=O)CN5CCCC5)sc4C)ccc32)c1	i	-12
Cn1cc2c(=O)n(/N=C/c3ccccc3)cnc2n1	u	x
CCN(CC)C(=O)NC1CC(=O)N(c2ccc(OC)cc2)C1 (stereo not given)	-5%	13
NC(=O)c1ccccc1NC(=O)CCN1C(=O)c2ccccc2C1=O	u	x
Cc1ccc(NC(=O)CN2CCc3cc4c(cc3C2C)OCCCO4)cc1C (stereo not given)	i	9
COc1ccc(S(=O)(=O)NCc2cccnc2)cc1C(=O)NC1CCCCC1	u	x
CCc1noc(C)c1C(=O)Oc1ccc(N(C)S(=O)(=O)c2ccccc2)cc1	u	x
Cc1ccccc1NC(=S)NC1CCCC1	9%	19
CC1CCN(CCCNC(=O)CCc2nnc3n(CCc4ccccc4)c(=O)c4ccccc4n23)CC1	i	-2
Cn1c(SCC(=O)Nc2ccc3c(c2)oc2ccccc23)nnc1-c1ccccc1	u	x
NC(=O)c1c(N)sc2c1CCC2	-7%	-2
CCCN(CCC)Cc1c(C(=O)N/N=C/c2cccs2)nnn1-c1nonc1N	u	x
Cc1cc(Br)ccc1SCC(=O)Nc1cccnc1	u	x
O=C(COC(=O)c1cccnc1Cl)NCc1ccc2c(c1)OCO2	7%	6
C=CCn1cccc(C(=O)Nc2ccc(OC)cc2)c1=O	15%	x
CC1CCCN(C(=O)CSc2nnc(-c3cccnc3)n2C2CCCCC2)C1 (stereo not given)	19%	-9
Cc1csc(NC(=O)c2nn(C)c(C)c2[N+](=O)[O-])n1	u	x
COc1ccc(-n2nc3c(c2NC(=O)C2CCCC2)CS(=O)C3)cc1 (stereo not given)	u	x
COc1cccc(-n2nc3c(=O)n(Cc4ccccc4Cl)nc(C)c3c2C)c1	u	x
Cc1ccc(-n2c(SCC(=O)O)nc3sc4c(c3c2=O)CCCC4)cc1	7%	9
CC(NC(=O)c1cc(-c2ccc(Br)cc2)on1)c1ccccc1 (stereo not given)	u	x
